Source: PubChem
PKA-R1A act = activators of PKA-R1A holoenzyme, primary screen, biochemical, fluorescence polarization, Cy5-IP20, bovine R1A, mouse PKAc. cAMP-dependent protein kinase type I-alpha regulatory subunit (Bos taurus) + …. AID 504707, 2011. PKA-R1A dissociation; scaled: DMSO 0%, 113 µM cGMP 100%. activation, % at 11.4 µM. 0.083% of 340,000 active;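 active = percent activation above the mean of all tested compounds plus 3 SD, cut at about 19% in these data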;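 note: higher means more PKAc released from R1A so a rise in polarization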
Mot1-301 SUMO = yeast Mot1-301 growth rescue at high temperature, primary screen, SUMOylation pathway inhibitor project, S. cerevisiae, ATP luminescence, 38.5C | growth rescue, % at 18.8 µM | S. cerevisiae Mot1-301 growth rescue; percent above DMSO median, 100 means doubled | 1% of 320,000 active | AID 2716, 2010;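 active = every valid replicate shows activation above 250% relative to neutral control wells; inactive = the rest, any valid replicate at or below 250%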;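 note: OY570 slx delta 5 strain wells were the positive control but not used for scaling; some compounds called inactive have numbers as strong as hits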
HTR5A inv ag = HTR5A inverse agonists in luminescence cell assay, primary screen, counter-screen for OPRM1-OPRD1 heterodimer inverse agonist project, full-deck HTS | 5-hydroxytryptamine receptor 5A (Homo sapiens), P47898 | HTR5A cell line, inverse agonism | inhibition, % at 9.3 µM | 0.083% of 340,000 active | AID 504634, 2011; in the data active = inhibition mostly above about 23%, no sharp cut-off; inactive = mostly below about 18%;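 note: 0% = cells with DMSO and 100% = no-cell wells with DMSO; some compounds called inactive have numbers as strong as hits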
Tat transport = E. coli Tat export inhibitors, primary screen, MC4100, TorA-mCherry reporter, fluorescence, single point; inhibition, % at 10 µM; 0.036% of 340,000 active; AID 488895, 2010;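 active = mean replicate inhibition at least 50% and at least half of replicates individually reaching 50%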;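 note: exported cargo escapes ClpAP degradation while cytoplasmic cargo is degraded and loses fluorescence; 0% = median of neutral control wells and 100% = median of NaSCN control wells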
MOR-DOR ag = agonists of OPRM1-OPRD1 heterodimerization, primary screen, cell-based, luminescence | AID 504326, 2011 | cells | Mu-type opioid receptor (Homo sapiens) + Delta-type opioid receptor (Homo sapiens), … | activation, % at 9.3 µM | 0.3% of 340,000 active; in the data active = activation above about 18%;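 note: 0% = vehicle-treated cells and 100% = reference agonist; values of inactives mirror those of a sister screen read the other way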
Target sequence (P35372 whole entry, looked up): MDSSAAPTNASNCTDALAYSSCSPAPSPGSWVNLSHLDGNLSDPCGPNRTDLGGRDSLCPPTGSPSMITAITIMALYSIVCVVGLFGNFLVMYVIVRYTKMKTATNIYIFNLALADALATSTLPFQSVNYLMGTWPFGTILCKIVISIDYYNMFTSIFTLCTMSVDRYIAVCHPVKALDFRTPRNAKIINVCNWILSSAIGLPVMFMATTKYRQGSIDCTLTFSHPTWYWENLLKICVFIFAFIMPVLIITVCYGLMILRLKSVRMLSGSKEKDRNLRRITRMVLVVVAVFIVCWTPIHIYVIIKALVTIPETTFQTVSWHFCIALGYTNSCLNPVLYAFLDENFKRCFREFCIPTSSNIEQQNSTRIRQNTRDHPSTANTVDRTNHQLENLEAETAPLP
Target sequence (P41143 whole entry, looked up): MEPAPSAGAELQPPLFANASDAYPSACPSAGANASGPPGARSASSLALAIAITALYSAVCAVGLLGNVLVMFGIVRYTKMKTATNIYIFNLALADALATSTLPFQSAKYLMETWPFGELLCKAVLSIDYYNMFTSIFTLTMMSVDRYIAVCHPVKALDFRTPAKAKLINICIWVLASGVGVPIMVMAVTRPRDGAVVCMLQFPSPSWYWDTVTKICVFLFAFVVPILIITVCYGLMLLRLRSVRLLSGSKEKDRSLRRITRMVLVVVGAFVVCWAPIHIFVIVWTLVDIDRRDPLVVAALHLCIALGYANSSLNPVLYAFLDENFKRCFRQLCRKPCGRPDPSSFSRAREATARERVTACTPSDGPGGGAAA
MOR-DOR inv ag = inverse agonists of MOR-DOR heterodimerization, primary screen, cell-based, luminescence. Mu-type opioid receptor (Homo sapiens) + Delta-type opioid receptor (Homo sapiens), …. cell-based MOR-DOR heterodimer luminescence, inverse agonism. inhibition, % at 9.3 µM. 0.21% of 340,000 active. AID 504357, 2011; in the data active = inhibition above about 22%, passing the limit was not always enough;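 note: 0% = cells with DMSO and 100% = wells without cells with DMSO; values of inactives mirror those of a sister screen read the other way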
E coli growth = E. coli V3065 growth inhibition, primary screen, counter-screen for AddAB inhibitor project, absorbance, OD600 | inhibition, % at 11.9 µM | 18 h | 0.27% of 330,000 active;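 active = inhibition above the campaign's mean inhibition across all tested compounds plus 3 SD, cut at about 9.9% in these data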;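 note: uninfected addAB+ strain grown without phage in ampicillin broth; 0% = DMSO wells and 100% = ciprofloxacin 0.95 µg/ml wells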
AddAB inh = growth inhibition of E. coli expressing H. pylori AddAB, primary screen, AddAB inhibitor project, absorbance; inhibition, % at 11.9 µM; 0.29% of 330,000 active; in the data active = inhibition above about 12%;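 note: 0% = vehicle wells of infected cells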
PKA-R2B act = activators of PKA-R2B holoenzyme, primary screen, biochemical, fluorescence polarization, Cy5-IP20, human. cAMP-dependent protein kinase catalytic subunit beta (Homo sapiens) + cAMP-dependent …. PKA-R2B holoenzyme dissociation; R2B truncated from residue 108, S112A mutant; 0% DMSO only, 100% 113 µM cGMP. activation, % at 11.4 µM. 0.079% of 340,000 active;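 active = activation above a cutoff set at the mean over all compounds plus 3 SD, cut at about 18% in these data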;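 note: higher means more holoenzyme dissociation and a rise in polarization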
PfHsp90 set2 = growth inhibition of PfHsp90-expressing yeast, primary screen, antimalarial PfHsp90 inhibitor project, S. cerevisiae, BacTiter-Glo luminescence, single point, set 2; inhibition, % at 9.4 µM; BacTiter-Glo ATP, 48 h; yeast lacking PDR1 and PDR3 efflux regulators; 0.32% of 310,000 active;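 active = every replicate shows inhibition above about 80%, whatever the replicate mean, limit read from the data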;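 note: 0% = DMSO neutral controls and 100% = 20 µM radicicol positive controls; yeast relying on Plasmodium falciparum Hsp90 in place of its own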
phage Ecoli inh = growth loss of phage-infected E. coli, primary screen, RecBCD inhibitor project, absorbance, with phage, HTS; inhibition, % at 11.9 µM; 0.26% of 360,000 active; in the data active = inhibition above about 11%
An asterisk follows results filed as active.

Results for COc1ccc(OC(C)=O)c(C2c3cc(OC)c(OC)cc3CCN2C(C)=O)c1 (stereo unspecified) ?
PKA-R1A act: -9.4; Mot1-301 SUMO: -13.7; HTR5A inv ag: 3.8; Tat transport: -0.7; MOR-DOR ag: -0.6; MOR-DOR inv ag: 3.6; E coli growth: -1.2; AddAB inh: 2.3; PKA-R2B act: 5.8; PfHsp90 set2: 0.8; phage Ecoli inh: 1.7

What do the screens show for `O=C1NC(CCc2ccccc2)C(=O)N1CCOc1ccccc1` (stereo unspecified)?
PKA-R1A act: 3.6; Mot1-301 SUMO: 56.1; HTR5A inv ag: 12.9; Tat transport: -6.2; MOR-DOR ag: -0.1; MOR-DOR inv ag: 0.2; E coli growth: 0.9; AddAB inh: 1.2; PKA-R2B act: 4.9; PfHsp90 set2: 3.2; phage Ecoli inh: 0.8

How did CC1(c2ccccc2Cl)NC(=O)N(CC(=O)NCCC2=CCCCC2)C1=O (stereo unspecified) do in these assays?
PKA-R1A act: -8.0; Mot1-301 SUMO: -7.9; HTR5A inv ag: 6.7; Tat transport: -0.1; MOR-DOR ag: -0.6; MOR-DOR inv ag: 3.4; E coli growth: 1.0; AddAB inh: 0.8; PKA-R2B act: -5.7; PfHsp90 set2: 7.3; phage Ecoli inh: 2.6

What do the screens show for `COc1ccccc1C(=O)N1CCC(N2CCN(c3ccccc3)CC2)CC1`?
PKA-R1A act: 7.1; Mot1-301 SUMO: -1.2; HTR5A inv ag: 3.7; Tat transport: 6.2; MOR-DOR ag: 1.4; MOR-DOR inv ag: -6.7; E coli growth: -0.4; AddAB inh: -0.2; PKA-R2B act: -6.3; PfHsp90 set2: 25.7; phage Ecoli inh: -0.5

Results for COc1cccc(NS(=O)(=O)c2c(C)nc3sccn3c2=O)c1 ?
PKA-R1A act: -0.9; Mot1-301 SUMO: -9.3; HTR5A inv ag: -6.1; Tat transport: -10.8; MOR-DOR ag: 0.8; MOR-DOR inv ag: -4.1; E coli growth: 0.9; AddAB inh: -1.6; PKA-R2B act: 1.3; PfHsp90 set2: 4.6; phage Ecoli inh: 1.6

Results for COc1ccc(-n2c(C)c(C(C)=O)c3cc(OC(C)=O)ccc32)cc1 ?
PKA-R1A act: -6.9; Mot1-301 SUMO: 697.3; HTR5A inv ag: -11.6; Tat transport: -4.5; MOR-DOR ag: -2.9; MOR-DOR inv ag: 14.3; PKA-R2B act: -6.0; PfHsp90 set2: -10.8; phage Ecoli inh: -0.4

How did O=C(N[C@@H](Cc1c[nH]c2ccccc12)C(=O)O)c1ccccc1Cl do in these assays?
PKA-R1A act: -3.9; HTR5A inv ag: 0.3; Tat transport: -9.1; MOR-DOR ag: -2.9; MOR-DOR inv ag: 15.3; E coli growth: 1.0; AddAB inh: 2.2; PKA-R2B act: -0.1; PfHsp90 set2: -8.4; phage Ecoli inh: -1.5

Results for NC(=O)c1ccccc1NC(=O)/C=C/c1cccc(Cl)c1 ?
PKA-R1A act: 1.8; Mot1-301 SUMO: 0.7; HTR5A inv ag: 14.8; Tat transport: -4.0; MOR-DOR ag: -2.5; MOR-DOR inv ag: 10.9; E coli growth: 0.7; AddAB inh: 0.5; PKA-R2B act: 6.1; PfHsp90 set2: 7.5; phage Ecoli inh: 4.4

What do the screens show for `O=C1CSC(c2ccccc2)N1Nc1nc(N2CCOCC2)nc(N2CCOCC2)n1` (stereo unspecified)?
PKA-R1A act: -4.5; Mot1-301 SUMO: -21.6; HTR5A inv ag: -1.8; Tat transport: -6.1; MOR-DOR ag: -2.2; MOR-DOR inv ag: 12.8; E coli growth: -0.8; AddAB inh: 1.6; PKA-R2B act: -7.8; PfHsp90 set2: -6.7; phage Ecoli inh: 2.8

How did CC(=NNc1nc2ccccc2s1)c1ncccn1 do in these assays?
PKA-R1A act: 7.9; HTR5A inv ag: 3.0; Tat transport: -0.9; MOR-DOR ag: -7.2; MOR-DOR inv ag: 35.4; PKA-R2B act: 0.7; PfHsp90 set2: 114.6*; phage Ecoli inh: 8.1

Results for Cc1ccc(NC(=O)C2CCCN(c3ncccn3)C2)cc1F (stereo unspecified) ?
PKA-R1A act: 3.0; Mot1-301 SUMO: -1.5; HTR5A inv ag: -30.0; Tat transport: -4.4; MOR-DOR ag: -3.1; MOR-DOR inv ag: 16.5; E coli growth: 9.8*; AddAB inh: 6.7; PKA-R2B act: 4.4; PfHsp90 set2: 2.9; phage Ecoli inh: 1.4

How did CCN(CC(=O)Nc1cccc(C(C)=O)c1)S(=O)(=O)c1ccc(OC)cc1 do in these assays?
PKA-R1A act: -7.0; Mot1-301 SUMO: -14.8; HTR5A inv ag: 8.2; Tat transport: -3.0; MOR-DOR ag: -2.8; MOR-DOR inv ag: 12.4; E coli growth: -3.0; AddAB inh: 1.8; PKA-R2B act: 2.6; PfHsp90 set2: 41.4; phage Ecoli inh: 0.6

How did O=C(NC1CCCC1)C(c1ccncc1)N(C(=O)Cc1cccs1)c1ccc(F)cc1 (stereo unspecified) do in these assays?
PKA-R1A act: 0.9; Mot1-301 SUMO: 3.5; HTR5A inv ag: -9.3; Tat transport: 4.6; MOR-DOR ag: -0.9; MOR-DOR inv ag: 6.0; E coli growth: -0.8; AddAB inh: -0.2; PKA-R2B act: 0.5; PfHsp90 set2: 25.8; phage Ecoli inh: 3.8

Results for O=C(CP(=O)(O)CC(=O)c1ccccc1)c1ccccc1 ?
PKA-R1A act: 8.2; Mot1-301 SUMO: 4.6; HTR5A inv ag: 10.3; Tat transport: -4.9; MOR-DOR ag: -2.3; MOR-DOR inv ag: 11.7; E coli growth: -1.2; AddAB inh: 1.0; PKA-R2B act: -1.1; PfHsp90 set2: -13.4; phage Ecoli inh: 3.2

What do the screens show for `COc1ccc(-n2c(N)cc(=O)nc2SCC(=O)NC2CCCCC2)cc1`?
PKA-R1A act: 7.9; HTR5A inv ag: -4.6; Tat transport: 3.6; MOR-DOR ag: -2.8; MOR-DOR inv ag: 15.7; PKA-R2B act: 5.3; PfHsp90 set2: 14.4; phage Ecoli inh: 1.5

What do the screens show for `CC1CCN(CCc2nc3cc(NC(=O)NC4CCCCC4)ccc3n2C)CC1`?
PKA-R1A act: 1.1; Mot1-301 SUMO: 1.9; HTR5A inv ag: -2.7; Tat transport: -3.8; MOR-DOR ag: -1.7; MOR-DOR inv ag: 9.1; E coli growth: -1.1; AddAB inh: 0.4; PKA-R2B act: 2.6; PfHsp90 set2: -1.5; phage Ecoli inh: 2.4

How did NNC(=O)c1ccc(-c2ccccc2F)cc1 do in these assays?
PKA-R1A act: -1.4; Mot1-301 SUMO: 12.6; HTR5A inv ag: -9.5; Tat transport: 18.4; MOR-DOR ag: -0.1; MOR-DOR inv ag: 0.4; E coli growth: -1.6; AddAB inh: -3.0; PKA-R2B act: 6.8; PfHsp90 set2: 0.5; phage Ecoli inh: -4.5

Results for O=C(OCC(=O)N1CCN(c2ccccc2)CC1)C1CCCN1S(=O)(=O)c1ccc(Cl)cc1 (stereo unspecified) ?
PKA-R1A act: 3.7; HTR5A inv ag: 4.0; Tat transport: -2.7; MOR-DOR ag: 0.2; MOR-DOR inv ag: -1.3; PKA-R2B act: -0.8; PfHsp90 set2: 5.7; phage Ecoli inh: 1.3

Results for Cc1ccc(NC(=O)c2noc3c2CCCCC3)cc1 ?
PKA-R1A act: 12.0; Mot1-301 SUMO: -21.6; HTR5A inv ag: -10.4; Tat transport: -0.1; MOR-DOR ag: 0.4; MOR-DOR inv ag: -2.0; E coli growth: -0.8; AddAB inh: -1.9; PKA-R2B act: 1.2; PfHsp90 set2: -5.3; phage Ecoli inh: 5.6

How did O=C(C#Cc1ccccc1)Nc1cccc(F)c1 do in these assays?
PKA-R1A act: 1.5; Mot1-301 SUMO: -3.5; HTR5A inv ag: -2.3; Tat transport: -1.6; MOR-DOR ag: 1.5; MOR-DOR inv ag: -7.0; E coli growth: -1.1; AddAB inh: 1.5; PKA-R2B act: -1.6; PfHsp90 set2: -37.2; phage Ecoli inh: 2.5

How did O=C(NC1CCCCC1)C(c1ccncc1)N(C(=O)Cc1cccs1)c1ccccc1 (stereo unspecified) do in these assays?
PKA-R1A act: -3.4; Mot1-301 SUMO: -10.6; HTR5A inv ag: 5.7; Tat transport: -3.0; MOR-DOR ag: -5.0; MOR-DOR inv ag: 24.2; E coli growth: 1.8; AddAB inh: 3.3; PKA-R2B act: 0.0; PfHsp90 set2: 14.0; phage Ecoli inh: 4.4

Results for O=C1CCCN1CN(C(=O)c1ccccc1)c1ccccc1 ?
PKA-R1A act: -1.8; Mot1-301 SUMO: 14.0; HTR5A inv ag: -61.8; Tat transport: 4.1; MOR-DOR ag: 0.3; MOR-DOR inv ag: -1.5; E coli growth: 1.6; AddAB inh: 1.4; PKA-R2B act: 10.7; phage Ecoli inh: 1.9

Results for CCCCCCSC1=C(C#N)C(c2ccc(O)cc2)CC(=O)N1 (stereo unspecified) ?
PKA-R1A act: 1.0; Mot1-301 SUMO: -10.1; HTR5A inv ag: -1.6; Tat transport: 2.3; MOR-DOR ag: -3.3; MOR-DOR inv ag: 15.1; E coli growth: -0.4; AddAB inh: 2.9; PKA-R2B act: -13.2; PfHsp90 set2: 47.0; phage Ecoli inh: 5.3

How did CCCN1CCN(CCCNC(=O)CCNC(=O)Cn2ccc3ccccc3c2=O)CC1 do in these assays?
PKA-R1A act: -3.1; HTR5A inv ag: -6.2; Tat transport: 2.9; MOR-DOR ag: 0.2; MOR-DOR inv ag: -1.3; E coli growth: -0.9; AddAB inh: 0.7; PKA-R2B act: 1.4; phage Ecoli inh: 2.2

How did CCC(CC)C(=O)N1CC(=O)Nc2ccc(F)cc2C1c1ccc(F)cc1 (stereo unspecified) do in these assays?
PKA-R1A act: 5.1; Mot1-301 SUMO: -5.0; HTR5A inv ag: 7.2; Tat transport: -3.0; MOR-DOR ag: -2.6; MOR-DOR inv ag: 13.3; E coli growth: -0.3; AddAB inh: -2.6; PKA-R2B act: -3.3; PfHsp90 set2: -17.5; phage Ecoli inh: 1.6

What do the screens show for `N#CC(Sc1ccccn1)c1ccc(Cl)cc1` (stereo unspecified)?
PKA-R1A act: -8.2; Mot1-301 SUMO: 2.8; HTR5A inv ag: -1.4; Tat transport: 8.2; MOR-DOR ag: -4.0; MOR-DOR inv ag: 18.6; E coli growth: -2.0; AddAB inh: 2.6; PKA-R2B act: -0.3; PfHsp90 set2: -27.4; phage Ecoli inh: 3.6
